RTF Ca sens act = cardiac RTF calcium sensitivity activators, primary screen, biochemical, IANBD-TnC fluorescence, EC20 calcium | Troponin I, cardiac muscle (Homo sapiens) + Troponin T, cardiac muscle (Homo sapiens) + … | IANBD-labeled TnC RTF fluorescence at EC20 calcium; 0% EC20 calcium, 100% full calcium | activation, % at 7.2 µM | hit rate 0.24% among 340,000 | AID 493008, 2010;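 active means activation above the mean over all tested compounds plus 3 SD, cut at about 30% in these data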;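 further: rise in fluorescence read as greater calcium sensitivity of cardiac thin filaments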
CAL PDZ FP-1 = CAL PDZ peptide-binding inhibitors, primary screen, biochemical, fluorescence polarization, Cer-tagged CAL PDZ, HTS; purified CAL PDZ, TMR-peptide fluorescence polarization, 1 h; hit rate 0.02% among 330,000; Golgi-associated PDZ and coiled-coil motif-containing protein (Homo sapiens), Q9HD26; inhibition, % at 20 µM; AID 504414, 2011;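 active means highest replicate inhibition of at least 40%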;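 further: plate controls were DMSO neutral control wells for no effect and unlabeled competitor peptide control wells for full effect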
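Material: tagged CAL PDZ domain; buffer or medium: 25 mM sodium phosphate pH 7.4, 150 mM NaCl, TCEP, IgG, Thesit; compound dosing: single point, 20 µM; schedule: 1 h incubation at room temperature before polarization reading; measured by: FP readout, S and P plane fluorescence; read-out basis: percent inhibition from loss of millipolarization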
Tat transport = E. coli Tat export inhibitors, primary screen, MC4100, TorA-mCherry reporter, fluorescence, single point; inhibition, % at 10 µM; hit rate 0.036% among 340,000;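 active means mean replicate inhibition at least 50% and at least half of replicates individually reaching 50%; inconclusive means only one of the two criteria met; inactive means neither criterion met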;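 further: exported cargo escapes ClpAP degradation while cytoplasmic cargo is degraded and loses fluorescence; 0% = median of neutral control wells and 100% = median of NaSCN control wells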
CDK5 p35 inh = inhibitors of human CDK5/p35 kinase, primary screen, biochemical, single concentration | Cyclin-dependent kinase 5 (Homo sapiens) + Cyclin-dependent kinase 5 activator 1 (Homo … | Recombinant CDK5/p35, ADP-Glo luminescence, 60 min | inhibition, % at 10 µM | hit rate 0.01% among 330,000;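 active means highest replicate inhibition of at least 50% and at least 75% of replicates reaching 50%; inconclusive means only one of the two criteria met; inactive means both criteria failed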;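 further: plate controls were DMSO neutral control for no effect and GW8510 at 10 µM for full effect; many of its hits are not listed in these tables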
Target sequence (Q00535 whole entry, looked up): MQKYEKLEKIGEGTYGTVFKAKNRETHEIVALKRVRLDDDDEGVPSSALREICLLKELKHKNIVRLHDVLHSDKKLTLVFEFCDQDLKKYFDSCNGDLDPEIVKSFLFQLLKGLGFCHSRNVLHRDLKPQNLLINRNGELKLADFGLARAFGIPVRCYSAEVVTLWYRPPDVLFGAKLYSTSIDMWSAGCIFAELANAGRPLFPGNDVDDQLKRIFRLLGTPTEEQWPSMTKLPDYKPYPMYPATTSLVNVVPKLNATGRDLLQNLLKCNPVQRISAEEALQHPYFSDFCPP
Target sequence (Q15078 whole entry, looked up): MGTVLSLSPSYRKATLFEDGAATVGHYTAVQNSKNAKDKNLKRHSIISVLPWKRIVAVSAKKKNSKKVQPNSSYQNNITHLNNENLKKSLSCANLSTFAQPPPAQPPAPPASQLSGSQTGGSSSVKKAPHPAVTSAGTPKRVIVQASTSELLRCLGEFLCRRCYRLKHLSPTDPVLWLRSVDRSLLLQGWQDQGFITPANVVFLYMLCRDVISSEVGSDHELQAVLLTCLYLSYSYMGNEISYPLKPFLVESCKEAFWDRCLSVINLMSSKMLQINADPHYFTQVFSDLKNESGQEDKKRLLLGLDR
CAL PDZ FP-2 = untagged CAL PDZ binding inhibitors, primary screen, biochemical, fluorescence polarization, HTS; purified CAL PDZ, TMR-peptide fluorescence polarization, 1 h; inhibition, % at 24.9 µM; hit rate 0.92% among 300,000; AID 602252, 2012;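 active means mean inhibition of at least 30% with at least half of replicates also reaching 30%; inconclusive means no clear call, values can overlap the other calls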;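 further: 0% = DMSO neutral control and 100% = excess unlabeled competitor peptide PRC23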
V-ATPase pH = regulators of yeast V-ATPase proton pumping, primary screen, pHLuorin cytosolic pH fluorescence; S. cerevisiae; AID 504577, 2011; hit rate 0.37% among 350,000; response, % at 10 µM; in the data active means response mostly above about 7.3%, no sharp cut-off; inactive means mostly below about 5.4%; further: actives read high; inactives centre near 0; some compounds called inactive have numbers as strong as hits; reference of the scale not given here
Rtt109 Vps75 = inhibitors of C. albicans Rtt109/Vps75 HAT, primary screen, biochemical, ThioGlo CoA-SH fluorescence, plate reader; Histone acetyltransferase RTT109 (Candida albicans (strain SC5314 / ATCC MYA-2876)), …; purified Rtt109/Vps75, 4 h; inhibition, % at 34.9 µM; hit rate 0.16% among 330,000;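 active means inhibition of at least 50% in every replicate; inconclusive means best replicate reaches 50% inhibition but some replicates fall short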
dFosB act = activators of delta FosB homodimer, primary screen, biochemical, fluorescence polarization, TAMRA-CDK5 oligo, single point. purified delta FosB; percent of positive-control signal above neutral wells. activation, % at 25 µM. hit rate 0.99% among 340,000;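 active means mean activation above about 17%, with every replicate also reaching it, limit read from the data, passing the limit was not always enough; inconclusive means only one of the two conditions met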;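 further: fluorescence polarization rise as delta FosB binds a TAMRA Cdk5 AP-1 oligo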
Target sequence (P13346 whole entry, looked up): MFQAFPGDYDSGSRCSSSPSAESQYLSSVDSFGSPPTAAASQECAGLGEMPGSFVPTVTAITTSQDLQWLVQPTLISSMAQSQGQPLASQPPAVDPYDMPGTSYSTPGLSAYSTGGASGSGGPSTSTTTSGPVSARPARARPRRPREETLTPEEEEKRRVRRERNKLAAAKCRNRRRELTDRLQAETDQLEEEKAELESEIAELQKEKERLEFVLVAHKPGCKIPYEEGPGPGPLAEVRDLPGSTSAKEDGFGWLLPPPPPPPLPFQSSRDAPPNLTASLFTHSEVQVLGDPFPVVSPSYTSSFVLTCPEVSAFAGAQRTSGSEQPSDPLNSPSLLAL
Wnt bcat act = Wnt/beta-catenin pathway activators, primary screen, cell-based, plate reader, single point; Wnt/beta-catenin reporter cell assay, activator; AID 743398, 2014; hit rate 1.2% among 300,000; activation, % at 9.35 µM; in the data active means activation above about 30%, passing the limit was not always enough; inconclusive means no clear call, values can overlap the other calls;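 further: 0% = neutral control wells and 100% = positive control wells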
MITF TRPM1 HTS = activators of MITF-driven TRPM1 promoter reporter, primary screen, cell-based, SK-MEL-5, luciferase, single point; activation, % at 12.5 µM; hit rate 0.75% among 300,000; SK-MEL-5 TRPM1-promoter luciferase, 24 h; % of positive control, neutral wells = 0;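 active means mean activation of at least 80% with every replicate also reaching 80%; inconclusive means mean reaches 80% but some replicate falls short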;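 further: 0% = neutral control wells and 100% = parthenolide positive control wells; values of inactives mirror those of a sister screen read the other way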
Starred values were filed as active, the others as inactive; ? = inconclusive; / = not tested or not shown.

V-ATPase pH,Rtt109 Vps75,CAL PDZ FP-1,Tat transport,CAL PDZ FP-2,RTF Ca sens act,MITF TRPM1 HTS,dFosB act,CDK5 p35 inh,Wnt bcat act,molecule
4,-2,-4.1,-4,1,24,-8,-16,2.4,-4,COc1ccc(N2CC(C(=O)Nc3nc(-c4ccccc4)c(C(C)=O)s3)CC2=O)c(OC)c1 (stereo unspecified)
-1,11,-1.0,1,/,2,-2,-3,0.7,-1,COc1ccc(Cl)cc1NC(=S)NNC(=O)C1(C)CC1(Cl)Cl (stereo unspecified)
-2,10,-2.5,6,2,-6,11,-3,/,-1,CC1CN(CCc2ccccc2)c2nc3c(c(=O)n(C)c(=O)n3C)n2C1 (stereo unspecified)
3,9,-4.8,1,-4,8,-7,-11,-1.0,/,CC(=O)Nc1ccc(S(=O)(=O)N2CCN(c3cc4c(cc3[N+](=O)[O-])n(C)c(=O)n4C)CC2)cc1
-1,0,/,-5,0,-2,6,1,-0.2,/,COc1cc(NC(=O)CCC(=O)O)nc(OC)n1
-1,1,0.0,8,-1,-7,9,-5,0.2,10,O=C(COC(=O)c1ccccc1O)Nc1ccc(N2CCOCC2)cc1
1,3,7.3,3,-6,-2,2,-2,-0.5,3,Cc1cc2c(=O)oc(-c3ccc(F)cc3)nc2s1
-1,1,-0.8,0,-3,2,60,-6,-0.2,20,O=C(COc1ncnc2ccccc12)c1ccc2c(c1)OCCO2
-1,2,0.5,-5,-4,-3,/,-6,0.7,-1,CCOC(=O)C1CCN(Cc2cccc(Oc3ccc(Cl)cc3)c2)CC1
0,1,0.0,-10,-1,1,5,-2,-1.2,-1,COc1cc(O)c(CCO)c2c1C(=O)C[C@@H](C)O2
2,2,-0.2,-3,-4,13,-12,-1,-1.2,/,CCCCc1ccc(-n2nnnc2SCC(=O)Nc2cc(OC)c([N+](=O)[O-])cc2C)cc1
2,0,-1.0,13,3,1,3,-6,0.5,0,NC(=O)c1ccccc1OCC(=O)NC12CC3CC(CC(C3)C1)C2
2,-20,-1.1,-3,-5,-5,4,0,-2.0,0,Cc1cc(C)c2c(=O)[nH][nH]c2n1
3,-2,2.1,-8,3,-3,/,?,1.3,-6,CC1C(=O)C(C)C(c2cc(Br)ccc2O)NC1c1cc(Br)ccc1O (stereo unspecified)
0,1,-3.1,-13,/,0,-8,3,-17,/,O=C(O)CSCCC(=O)Nc1ccc(F)cc1

Single entries from the results shown:
`Cc1cc2c(=O)oc(-c3ccc(F)cc3)nc2s1` | CAL PDZ FP-1: 7.3
`COc1cc(O)c(CCO)c2c1C(=O)C[C@@H](C)O2` | Tat transport: -10

(cont.)
V-ATPase pH,Rtt109 Vps75,CAL PDZ FP-1,Tat transport,CAL PDZ FP-2,RTF Ca sens act,MITF TRPM1 HTS,dFosB act,CDK5 p35 inh,Wnt bcat act,molecule
2,-8,-1.4,3,-14,-1,-2,1,0.8,-8,Cc1ccsc1CN(C)CC(=O)NCC(=O)Nc1ccc(F)c(F)c1F
-2,-3,-4.7,-27,-6,-11,/,47*,-0.6,-4,OCCNc1nc(Nc2ccc(Cl)c(Cl)c2)nc2ccccc12
-2,-4,-21,1,-4,1,12,2,-0.1,0,O=C(CN1CCN(c2ccc(F)cc2)CC1)NCc1ccc(Cl)cc1
1,0,-0.5,-7,-10,-5,0,0,-0.7,-1,CCNC(=S)Nc1ccc(Cc2nc3ccccc3[nH]2)cc1
-1,13,-1.2,1,-1,8,-4,0,0.9,/,Cc1ccc2c(c1)c1c3n2CCN(C(=O)Cn2c(-c4ccccc4)noc2=O)C3CCC1 (stereo unspecified)
2,-8,-1.1,17,-2,-3,-15,9,-0.1,0,COCCCNC(=O)c1cccc(OC)c1OC
1,-7,-1.4,3,-2,0,11,-2,2.1,0,COc1cccc(/C=N/n2nnnc2N)c1O
-4,-2,-2.7,4,-1,2,4,-7,-0.7,1,CC(=O)Nc1ccc(S(=O)(=O)NCCC(=O)OCC(=O)c2cccc(Br)c2)cc1
-1,-8,0.4,-1,-6,-4,-16,1,0.1,-10,Cc1noc(C)c1C(=O)Nc1nnc(CC(C)C)s1
-3,9,-19,6,0,1,-11,-3,-0.4,0,COc1ccc(CNC(=O)CN(C(=O)Cn2nnc(-c3ccccc3F)n2)c2ccc(C)cc2)cc1
6,8,-0.5,-14,2,-5,-1,-3,2.1,-22,FC(F)(F)c1ccc(CN2C[C@@H]3C(c4ccccc4)C4(c5cccnc5)CC3(C4)[C@H]2c2ccccc2)cc1 (stereo partly specified)
-3,22,-2.4,-2,-7,-8,-81,-6,0.9,-5,COC(=O)c1ccc(/C=C(\C#N)C(=O)NC(C)c2ccccc2)cc1 (stereo unspecified)
-1,-6,-2.0,9,10,4,-6,2,1.7,-2,O=c1c(-c2nnc(SCc3ccc(Cl)cc3Cl)o2)cccn1Cc1ccccc1
-1,-3,-1.5,6,-5,11,8,1,-1.4,/,O=C(/C=C/NNC(=O)c1ccccc1)c1ccccc1
6,-15,-3.1,-2,-1,5,3,-4,0.4,2,CC(=O)Nc1cccc(NC(=O)c2csc(C)c2)c1
-1,-17,0.5,-5,-1,13,-1,-12,0.4,/,C=C(C)c1cccc(C(C)(C)NC(=O)N2CCN(c3ncccn3)CC2)c1
-1,10,-0.2,-5,-2,14,-8,10,0.2,-2,O=[N+]([O-])c1cccc(S(=O)(=O)NCC2CCCO2)c1 (stereo unspecified)
0,1,-0.2,-7,-1,1,-13,0,-0.7,-6,CN1C(=O)C(C)(C)c2cc(S(=O)(=O)N3CCN(c4cccc(Cl)c4)CC3)ccc21
2,0,-0.4,-6,-2,2,/,2,-0.6,/,COc1ccc(N2C(=O)CC(SCC(=O)O)C2=O)cc1 (stereo unspecified)
4,43,-0.8,-8,-2,-3,-8,-14,-1.2,-1,Cn1cccc1C(C(=O)NC1CCCCC1)N(C(=O)Cc1cccs1)C1CC1 (stereo unspecified)
-4,7,-2.7,1,2,-2,-9,-5,-0.8,/,Cc1nc2ccccc2cc1C(=O)O
3,-6,-3.3,-1,0,1,12,-4,-2.9,/,O=S(=O)(Nc1ccc2c(c1)OCCO2)c1ccc2oc3ccccc3c2c1
-2,-12,-0.6,-3,-2,2,7,3,0.0,0,CC(C)NC(=O)c1ccc(Cl)cc1Cl
3,10,0.5,1,-2,-5,0,-4,2.5,-5,N=C(c1ccc([N+](=O)[O-])cc1)N1CCCCC1
2,-19,/,6,1,-2,5,5,-0.9,/,C/C(=C\C(=O)c1ccc(Cl)cc1)NCc1ccc2c(c1)OCO2
2,5,-2.6,-4,-3,6,3,-2,0.7,4,Cc1ccc(NC(=O)c2cccnc2)cc1S(=O)(=O)N1CCOCC1
0,/,1.4,6,-6,1,/,-6,-0.6,0,O=C(O)c1nccnc1C(=O)Nc1ccccc1-c1ccccc1
-2,-22,-0.6,9,/,5,/,-5,-0.1,?,O=C(Cc1ccc(Cl)cc1)N1CCc2ccccc2C1
0,9,0.4,2,-1,3,1,-4,-2.4,-4,COc1ccc(-c2csc(NC(C)c3nc4cc(Cl)c(N5CCCCC5)cc4n3CCCO)n2)cc1 (stereo unspecified)
0,-6,-0.9,3,-1,-5,-34,-8,-0.6,/,Cc1cccc(C(=O)CC(=O)c2cc(Cl)ccc2O)c1
-4,-2,-0.4,-6,-21,-2,-1,-1,-0.4,-2,CC(=O)Nc1ccc(S(=O)(=O)N(C)CC(=O)OCC(=O)Nc2cc(C)on2)cc1
-4,2,-1.8,3,2,3,3,-8,1.8,-1,CCOc1ccc(C(=O)CCC(=O)NC(C)C(=O)OC)cc1 (stereo unspecified)
0,-3,-2.7,-1,-2,-13,-1,-8,-2.3,/,CCOC(=O)N/N=C/c1cn(Cc2ccccc2Cl)c2ccccc12
-1,-14,-1.6,-7,-6,0,7,-13,0.0,/,Cc1ccc(/C=C/C(=O)Nc2ccc(Oc3ccccc3)cc2)o1
4,16,-2.1,-2,/,-1,/,-6,-1.1,0,CCN(C(=O)COc1nc(C)cc(C)c1C#N)c1ccccc1
-2,9,-3.8,-2,-6,-10,-5,-5,-0.4,-3,O=C(NCCN1CCOCC1)c1cc2cc([N+](=O)[O-])ccc2s1
0,-4,0.1,0,1,-2,-43,-1,1.2,/,Cc1nc(Nc2ccc3c(c2)OCCO3)c2nnn(Cc3ccccc3Cl)c2n1
0,-4,-1.9,8,-2,14,1,-2,-2.3,8,CCOC(=O)c1cc(-c2ccccc2)sc1NC(=O)CC
0,-6,0.2,2,-7,0,-1,-2,0.9,-3,Cc1ccc(C(=O)COC(=O)C(C)N2C(=O)C3C4C=CC(C4)C3C2=O)cc1 (stereo unspecified)
-2,-1,/,6,-1,-2,-7,-2,0.4,0,Cc1cc(C)cc(OCCNC(=O)CCc2ccccc2)c1
